MmCpn inh: blocks the Methanococcus maripaludis chaperonin Mm-Cpn; purified Mm-Cpn ATPase, ADP Transcreener TR-FRET; Potency, µM (series often up to 76.9 µM), for the others: at the highest dose activity, negative = inhibition, hits mostly inhibitors; 330,000 tested, 0.031% active; also: potency is read from the fitted curve at half-maximal effect; % is scaled to controls: 0 for no effect and ±100 for the full control effect; nearly all actives have a fitted effect of over 80% in size
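Inhibition of chaperonin ATP hydrolysis is measured as reduced ADP production, detected by competitive TR-FRET in which signal falls with ADP. Final enzyme 25 nM and ATP 10 uM, reacted 30 min at 37°C.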
Nrf2 activator: activates Nrf2 signaling | Potency, µM (doses to about 46.1 µM), for inactives: at the top dose activation, usual class: activators | 410,000 tested, 0.31% active | AID 624171 | AREc32 ARE-luciferase reporter (MCF7-derived line), luminescence, 24 h; also: potency is read from the fitted curve at half-maximal effect; % of control where 0% means no effect; nearly all actives have a fitted effect of over 65% in size
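AREc32 cells carrying an ARE-driven firefly luciferase reporter were seeded at 1000 cells/well in OPTI-MEM with 5% FBS, then exposed to compound for 24 hr at 37 deg C. Luminescence was read with Steady-Glo after 30 min at RT.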
A549 tox: counter-screen for Nrf2 inhibitors: cytotoxicity in A549 cells | Potency, µM (top dose mostly 46 µM), for the others: at the highest dose activity change, negative = cytotoxicity, most hits filed as inhibitors | 390,000 tested, 0.16% active | A549 ARE-Fluc cells, CellTiter-Fluor viability, 18-24 h; also: potency is read from the fitted curve at half-maximal effect; % is scaled to controls: 0 for no effect and ±100 for the full control effect
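Cytotoxicity counterscreen: CellTiter-Fluor fluorescence was measured in A549 ARE_Fluc cells after 18-24 h of compound exposure in a concentration series. The subsequent BugLite luminescent read reports ARE-luciferase activity.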
HepG2 tox: counter-screen for TGF-b inhibitors: cytotoxicity in HepG2 cells. HepG2 CAGA-GFP viability, ATP luminescence, 18 h. Potency, µM (series often up to 46.1 µM), inactives show top-dose activity change, negative = cytotoxicity, usual class: cytotoxic. 410,000 tested, 0.76% active; also: potency is read from the fitted curve at half-maximal effect; some results filed as inactive show a strong effect at the top dose
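CellTiter-Glo luminescence gave cytotoxicity after 18 hours at 37 degrees C. The cells were HepG2 CAGA-GFP in 1% FBS DMEM, stimulated with 500 pg/mL TGF-beta after compound addition. %Activity was normalised to no-cell wells (complete cell-killing) and DMSO (no toxicity), and curves were fitted and classified.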
TGFb SMAD3 inh: blocks TGF-b signaling | HepG2 CAGA-GFP TGF-b/SMAD3 reporter, GFP fluorescence, 18 h; TGF-beta stimulated, 500 pg/mL final | Potency, µM (highest dose often 46.1 µM), inactives show at the highest dose activity, negative = inhibition, usual class: inhibitors | 410,000 tested, 1.2% active | AID 588855; also: potency is read from the fitted curve at half-maximal effect; % is scaled to controls: 0 for no effect and ±100 for the full control effect; nearly all actives have a fitted effect of over 65% in size
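Per well, imaged GFP fluorescence of HEPG2 CAGA-GFP cells gives the signal; cells get compound, then TGF-beta (500 pg/mL final), 18 h at 37 degrees C; %Activity versus -TGF-beta and +DMSO controls.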
ATXN viability: viability counter-screen for ATXN expression inhibitors. S2 cells (HEK-293 line with an ATXN2-luciferase reporter) viability, CellTiter-Fluor protease fluorescence, 24 h. 400,000 tested, 0.49% active. Potency, µM (series often up to 56.7 µM), hits mostly cytotoxic. AID 651635; also: potency is read from the fitted curve at half-maximal effect; nearly all actives have a fitted effect of over 40% in size
Nrf2 block: inhibitors of Nrf2 signaling | A549 ARE-Fluc reporter, luciferase luminescence, 18-24 h | AID 504444 | 360,000 tested, 2.1% active | Potency, µM (doses to about 46 µM), inactives show top-dose activity change, negative = inhibition, hits mostly inhibitors; also: potency is read from the fitted curve at half-maximal effect; % is scaled to controls: 0 for no effect and ±100 for the full control effect; nearly all actives have a fitted effect of over 60% in size
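A549 ARE_Fluc cells, 5000/well, 5% FBS OPTI-MEM; compounds in dose-response, 18-24 h at 37 °C/5% CO2; CellTiter-Fluor viability read (Ex 405/Em 525), then BugLite luciferase luminescence = Nrf2 activity.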
pAkt inh: Akt phosphorylation inhibition; Neuro2A IGF-stimulated pAkt S473 HTRF, 20 min; active compounds read low; activity change, % for hits at 50 µM; 360,000 tested, 0.32% active; in the data active = activity change below about -80%; inconclusive = mostly about -51% to -80%; also: % is scaled to controls: 0 for no effect and ±100 for the full control effect
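Single-point screen (50 µM final compound) in Neuro2A cells stimulated 20 min with 6 nM IGF at 37 deg C. After lysis, Ser473-phosphorylated Akt read by HTRF (ex 330 nm, em 615/665 nm) as the 665/615 ratio.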
CCT chaperon mod: modulators of cytosolic chaperonin (CCT/TRiC) activity; activity change, % (test concentration not listed), hits read low; purified chaperonin ATPase assay, HTRF ADP detection, 30 min; 360,000 tested, 0.3% active; AID 651819; in the data active = activity change below about -30%; also: % is scaled to controls: 0 for no effect and ±100 for the full control effect
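TRiC at 40 or 20 nM final (batch-dependent) in 30 mM Tris pH 7.4, 100 mM KCl, 5 mM MgCl2, 1 mM DTT, with compound at single 76 uM and 10 uM ATP, 30 min at 37 deg C. ADP detected by HTRF Transcreener, 665/615 ratio.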
Numbers without * were called inactive; [ ] = dose if it differs, or a comment. Unless noted, calls follow the shape of the dose curve; as a rule, active = well fitted curve in the direction sought with a large enough effect; inconclusive = small, poorly fitted or top-dose-only effect, or another doubt; inactive = no such curve, though single readings can be large; an effect the other way counts as inactive or inconclusive.

COc1nc(NCCO)nc(Nc2ccc([N+](=O)[O-])cc2)n1 was read as MmCpn inh -7%, Nrf2 activator 4.2%, A549 tox 1%, HepG2 tox 3%, TGFb SMAD3 inh -1%, ATXN viability inactive, Nrf2 block -6%, pAkt inh inactive and CCT chaperon mod -3.9.
`COc1cccc(Cn2c(NCc3ccco3)nc3c2c(=O)n(C)c(=O)n3C)c1` gave MmCpn inh -18%, Nrf2 activator 2.1%, A549 tox inconclusive, HepG2 tox -35%, TGFb SMAD3 inh 0%, ATXN viability inactive, Nrf2 block 8.2µM*, pAkt inh inactive and CCT chaperon mod -9.4.
`O=C(/C=C/c1ccccc1)NC(=S)Nc1ccc(N2CCOCC2)c(Cl)c1` gave MmCpn inh 2%, Nrf2 activator 1.4%, A549 tox -5%, HepG2 tox 15%, TGFb SMAD3 inh -4%, ATXN viability inconclusive, Nrf2 block 2%, pAkt inh inactive and CCT chaperon mod -1.9.
Screening Cc1cccc(C)c1NS(=O)(=O)c1ccc(F)cc1 returned MmCpn inh 2%, Nrf2 activator 0.6%, A549 tox -1%, HepG2 tox -1%, TGFb SMAD3 inh 29%, ATXN viability inactive, Nrf2 block 7%, pAkt inh inactive and CCT chaperon mod -1.3.
For COC1OC(COCc2ccccc2)C(N)C(OCc2ccccc2)C1OCc1ccccc1 (stereo not drawn) the results were Nrf2 activator -0.3%, A549 tox -6%, HepG2 tox -7%, TGFb SMAD3 inh 7%, ATXN viability inactive, Nrf2 block -23%, pAkt inh inactive and CCT chaperon mod 1.0.
For Cc1ccc(-c2cn3nc(N4CCC(C(=O)Nc5ccccc5C)CC4)sc3n2)cc1 the results were Nrf2 activator 3.7%, A549 tox 0%, HepG2 tox 5%, TGFb SMAD3 inh -7% and Nrf2 block inconclusive.
`COc1cccc(-c2nc(CC(=O)O)cs2)c1OC` gave MmCpn inh -5%, Nrf2 activator 0.2%, A549 tox -1%, HepG2 tox -6%, TGFb SMAD3 inh -4%, ATXN viability inactive, Nrf2 block -16%, pAkt inh inactive and CCT chaperon mod -1.3.
For CC(C)c1ccc(NCCC(=O)c2ccc(Br)cc2)cc1 the results were MmCpn inh -1%, Nrf2 activator 0.0%, A549 tox 2%, HepG2 tox 7%, TGFb SMAD3 inh -3%, ATXN viability inactive, Nrf2 block -10%, pAkt inh inactive and CCT chaperon mod -21.
CC(C(=O)NC(C)(C)C)N(Cc1cccs1)C(=O)CCN1CCc2ccccc21 (stereo not drawn) was read as MmCpn inh -4%, Nrf2 activator -0.2%, A549 tox -2%, HepG2 tox -2%, TGFb SMAD3 inh -13%, ATXN viability inactive, Nrf2 block inconclusive, pAkt inh inactive and CCT chaperon mod -1.9.
COC(=O)[C@@]1(Cc2ccc(F)cc2)[C@H]2c3cc(C(=O)N(C)C)n(Cc4ccccn4)c3C[C@H]2CN1C(=O)c1ccccc1 was read as MmCpn inh 1%, Nrf2 activator 3.8%, A549 tox -4%, HepG2 tox -17%, TGFb SMAD3 inh inconclusive, ATXN viability inactive, Nrf2 block -9%, pAkt inh inactive and CCT chaperon mod -0.1.
`Cc1ccc(C(=O)N2CCN(S(=O)(=O)c3ccccc3[N+](=O)[O-])C2)cc1` gave MmCpn inh -5%, Nrf2 activator 9.3%, A549 tox 2%, HepG2 tox -1%, TGFb SMAD3 inh -15%, ATXN viability inconclusive, Nrf2 block 15%, pAkt inh inactive and CCT chaperon mod -2.6.
`CCSc1ccc(-c2ccc(C)cc2)nn1` gave MmCpn inh 1%, Nrf2 activator 0.3%, A549 tox 8%, HepG2 tox -17%, TGFb SMAD3 inh 5%, ATXN viability inactive, Nrf2 block inconclusive, pAkt inh inactive and CCT chaperon mod 2.2.
Screening CSc1ncc(C(=O)Nc2ccc(Cl)cc2)c(C)n1 returned MmCpn inh 1%, Nrf2 activator 26%, A549 tox 5%, HepG2 tox -7%, TGFb SMAD3 inh inconclusive, ATXN viability inactive, Nrf2 block inconclusive, pAkt inh inactive and CCT chaperon mod 0.3.
CCC[C@@H]1C[C@@H](C(=O)NC(C(C)Cl)[C@H]2O[C@H](SC)[C@H](O)[C@@H](O)[C@H]2O)N(C)C1 (stereo partly drawn) was read as MmCpn inh 0%, Nrf2 activator -1.0%, A549 tox -3%, HepG2 tox 2%, TGFb SMAD3 inh 6%, ATXN viability inactive, Nrf2 block 1%, pAkt inh inactive and CCT chaperon mod -0.7.
Screening CCCNC(=O)c1ccccc1NC(=O)CN(c1ccccc1OCC)S(C)(=O)=O returned MmCpn inh 1%, Nrf2 activator 0.0%, A549 tox 2%, HepG2 tox -1%, TGFb SMAD3 inh inconclusive, ATXN viability inactive, Nrf2 block -6%, pAkt inh inactive and CCT chaperon mod 0.4.
Screening Cc1ccc(Nc2nc3c(S(=O)(=O)c4ccccc4)nnn3c3ccc(Cl)cc23)c(C)c1 returned Nrf2 activator -1.0%, A549 tox 1%, HepG2 tox -24%, TGFb SMAD3 inh inconclusive, ATXN viability inactive and Nrf2 block inconclusive.
For Cc1ccc(Cl)cc1NC(=O)c1oc2ccc(S(=O)(=O)N3CCCCCC3)cc2c1C the results were Nrf2 activator -0.4%, A549 tox 7%, HepG2 tox -4%, TGFb SMAD3 inh -4% and ATXN viability inactive.
For CN(CC(=O)Nc1ccc(Cl)c(C(F)(F)F)c1)C(=O)Cc1cccs1 the results were MmCpn inh 3%, Nrf2 activator 0.1%, A549 tox -3%, HepG2 tox -12%, TGFb SMAD3 inh -17%, ATXN viability inactive, Nrf2 block -2%, pAkt inh inactive and CCT chaperon mod -1.3.
`CCOc1ccc(NC(=O)CNC(=O)c2ccc(OC)c(OC)c2)cc1` gave Nrf2 activator 0.3%, A549 tox 6%, HepG2 tox -79%, TGFb SMAD3 inh -14%, ATXN viability inactive, pAkt inh inactive and CCT chaperon mod -1.6.
`S=c1[nH]ccn1-c1cccc(Cl)c1` gave MmCpn inh 2%, Nrf2 activator -0.6%, A549 tox 8%, HepG2 tox -4%, TGFb SMAD3 inh 37%[activator], ATXN viability inactive, Nrf2 block -10%, pAkt inh inactive and CCT chaperon mod -1.2.
For COc1ccc(CN2CCC(n3nccc3NC(=O)C3CC3)CC2)c(Cl)c1OC the results were MmCpn inh 0%, Nrf2 activator 0.3%, A549 tox 2%, HepG2 tox -26%, TGFb SMAD3 inh -21%, ATXN viability inactive, Nrf2 block -1%, pAkt inh inactive and CCT chaperon mod -0.1.
For O=C(C[C@@H]1C[C@H]2c3cc(NC(=O)C4CCC4)ccc3O[C@H]2[C@@H](CO)O1)NCc1ccc(-c2ccccc2)cc1 the results were Nrf2 activator 0.0%, HepG2 tox 16µM*, TGFb SMAD3 inh inconclusive, ATXN viability inconclusive, pAkt inh inactive and CCT chaperon mod -2.7.
For CCO/C=C1\C(=O)N(CC)c2ccccc21 the results were MmCpn inh 0%, Nrf2 activator -0.3%, A549 tox 8%, HepG2 tox -8%, TGFb SMAD3 inh 1%, ATXN viability inactive, Nrf2 block -17%, pAkt inh inactive and CCT chaperon mod -0.8.
Cc1cc(C)cc(C(=O)NC(CC(N)=O)c2ccc(NC3CCCCCCC3)c([N+](=O)[O-])c2)c1 (stereo not drawn) was read as MmCpn inh -1%, Nrf2 activator -0.9%, A549 tox -11%, HepG2 tox -2%, TGFb SMAD3 inh inconclusive, ATXN viability inconclusive, Nrf2 block 9%, pAkt inh inactive and CCT chaperon mod -1.4.
`COc1ccc(NC(=O)N(C)[C@H]2C[C@H]3c4[nH]c5ccccc5c4CCN3C[C@H]2[C@H](C)O)cc1` gave Nrf2 activator -0.4%, HepG2 tox -22%, TGFb SMAD3 inh -24%, ATXN viability inconclusive, pAkt inh inactive and CCT chaperon mod -0.3.
`Cc1ccc(C)c(S(=O)(=O)N2CCN(c3nc(CN4CCOCC4)nc4sc(C)c(C)c34)CC2)c1` gave MmCpn inh -6%, Nrf2 activator 5.0%, A549 tox -13%, HepG2 tox -5%, TGFb SMAD3 inh -27%, ATXN viability inactive, Nrf2 block -19%, pAkt inh inactive and CCT chaperon mod 1.6.
`CCC(C)[C@H]1CNC(=O)C(=O)N1CCCc1cc(OC)c(OC)c(OC)c1` (stereo partly drawn) gave MmCpn inh 0%, Nrf2 activator 0.1%, A549 tox -3%, HepG2 tox -3%, TGFb SMAD3 inh inconclusive, ATXN viability inactive, Nrf2 block 6%, pAkt inh inactive and CCT chaperon mod 0.4.
Screening O=C(CSc1nnnn1C1CCCCC1)NCCc1ccccc1 returned MmCpn inh 0%, Nrf2 activator 2.8%, A549 tox -3%, HepG2 tox -7%, TGFb SMAD3 inh 8%, ATXN viability inactive, Nrf2 block inconclusive, pAkt inh inactive and CCT chaperon mod -0.7.
CCc1ccccc1OCC(=O)Nc1ccc2c(c1)OCCO2 was read as MmCpn inh -2%, Nrf2 activator 8.8%, A549 tox 2%, HepG2 tox -14%, TGFb SMAD3 inh inconclusive, ATXN viability inactive, Nrf2 block inconclusive, pAkt inh inactive and CCT chaperon mod 1.7.

Quoted at random: 2 entries already listed.
`Cc1ccc(C)c(S(=O)(=O)N2CCN(c3nc(CN4CCOCC4)nc4sc(C)c(C)c34)CC2)c1` gave MmCpn inh -6%, Nrf2 activator 5.0%, A549 tox -13%, HepG2 tox -5%, TGFb SMAD3 inh -27%, ATXN viability inactive, Nrf2 block -19%, pAkt inh inactive and CCT chaperon mod 1.6.
Screening O=C(CSc1nnnn1C1CCCCC1)NCCc1ccccc1 returned MmCpn inh 0%, Nrf2 activator 2.8%, A549 tox -3%, HepG2 tox -7%, TGFb SMAD3 inh 8%, ATXN viability inactive, Nrf2 block inconclusive, pAkt inh inactive and CCT chaperon mod -0.7.

Source: PubChem BioAssay

Rows were taken by chance; 4.4% or so of the library scored in one or more.
